Assay outcomes as filed in PubChem.
D3 ag – qHTS of D3 Dopamine Receptor Agonist: qHTS | D(3) dopamine receptor (Homo sapiens), P35462 | D3R DiscoveRx beta-arrestin cells, luminescence, 90 min | max activation, % | actives 0.58% (n = 410,000) | AID 652048, 2013; in the data active = max activation above about 30%; note: 0% is about no effect; mostly tested at two doses, the higher about 12 µM
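Cells at 1500/well, incubated overnight, then treated with pinned compounds (dopamine as control) for 90 min at 37 degrees C. DiscoveRx reagent added for 30 - 60 minutes at room temperature; luminescence read.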
GLP-1R inv ag – qHTS of GLP-1 Receptor Inverse Agonists (Inhibition Mode); HEK293 GLP-1R CRE-luciferase, luminescence, 24 h; GLP-1R form is constitutively active; Potency, µM (doses to about 38.3 µM), inactives show top-dose activity change, negative = inhibition, usual class: inhibitors; actives 1.6% (n = 410,000); note: potency is the fitted concentration of half-maximal effect; % is set by controls: 0 for no effect and ±100 for the full control effect; nearly all actives have a fitted effect of over 55% in size
Target sequence (P43220 whole entry, looked up): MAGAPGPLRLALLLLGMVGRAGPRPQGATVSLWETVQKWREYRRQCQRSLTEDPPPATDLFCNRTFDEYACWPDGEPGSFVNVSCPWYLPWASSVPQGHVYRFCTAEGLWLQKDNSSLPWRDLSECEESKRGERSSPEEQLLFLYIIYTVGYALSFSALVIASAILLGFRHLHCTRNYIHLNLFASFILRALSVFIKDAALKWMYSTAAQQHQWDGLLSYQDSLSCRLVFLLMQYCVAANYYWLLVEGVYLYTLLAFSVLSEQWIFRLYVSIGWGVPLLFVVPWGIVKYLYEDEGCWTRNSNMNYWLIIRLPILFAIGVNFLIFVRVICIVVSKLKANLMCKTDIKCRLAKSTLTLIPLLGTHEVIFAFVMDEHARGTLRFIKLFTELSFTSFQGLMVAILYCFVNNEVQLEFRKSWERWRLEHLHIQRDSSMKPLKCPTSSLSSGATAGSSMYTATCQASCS
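HEK293 cells stably co-expressing a cAMP-responsive luciferase reporter and constitutively active GLP-1R were seeded, incubated 12 h, then exposed to compounds for 24 h at 37 C. Luminescence was read 12 min after detection reagent; inverse agonists lower signal.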
D3 antag – qHTS of D3 Dopamine Receptor Antagonist: qHTS; D(3) dopamine receptor (Homo sapiens), P35462; D3R cells, DiscoveRx beta-arrestin luminescence, antagonist mode; active compounds read low; max response, negative = inhibition, %; actives 2.5% (n = 360,000); in the data active = max response below about -50%; inconclusive = no clear call, values can overlap the other calls; note: % is set by controls: 0 for no effect and ±100 for the full control effect; mostly tested at two doses, the higher about 12 µM
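Cells plated overnight at 1500 cells/well, then exposed to library compounds with dopamine controls for 90 minutes at 37 degrees C. DiscoveRx reagent added for 30–60 minutes at room temperature; luminescence read, quantitative HTS format.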
GLP-1R agonist – qHTS of GLP-1 Receptor Agonists | Potency, µM (titrated, usually from 45.6 µM), for inactives: top-dose activation, most hits filed as activators | actives 0.007% (n = 380,000) | Glucagon-like peptide 1 receptor (Homo sapiens), P43220 | AID 624172, 2012 | HEK293 GLP-1R CRE-luciferase, luminescence, 4-6 h; cells express a hypersensitive GLP-1R form; note: potency is the fitted concentration of half-maximal effect; % of control where 0% means no effect
aSyn yeast inh – qHTS of alpha-syn Inhibitors | Yeast expressing alpha-synuclein, growth rescue, BacTiter-Glo, 24 h | Potency, µM (series often up to 46.1 µM), for inactives: top-dose growth rescue (activation), most hits filed as activators | actives 0.14% (n = 370,000) | AID 652106, 2013; note: potency is the fitted concentration of half-maximal effect; % of control where 0% means no effect; nearly all actives have a fitted effect of over 65% in size
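Galactose-induced alpha-syn yeast (OD600=0.02, raffinose-pregrown) + pinned cpd, 24 hr, 30 deg C; growth by BacTiter-Glo luminescence. Growth restoration scores as activation.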
KB-V1 cytotox – qHTS assay for MDR1-selective chemotherapeutics: Primary screen using the drug-selected MDR subline cells KB-V1 | KB-V1 MDR cells viability, CellTiter-Glo, 72 h | Potency, µM (top dose mostly 46.1 µM), for the others: top-dose activity change, negative = cytotoxicity, usual class: cytotoxic | actives 3.4% (n = 400,000) | AID 1347076, 2019; note: potency is the fitted concentration of half-maximal effect; % is set by controls: 0 for no effect and ±100 for the full control effect; nearly all actives have a fitted effect of over 60% in size
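KB-V1 MDR subline cells in DMEM (phenol-red free, 10% FBS) exposed to compounds in qHTS concentration series for 72 h at 37 degrees C. Viability read by CellTiter-Glo luminescence; concentration-effect curves fitted after normalization and correction.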
GLP1R cytotox – qHTS of GLP-1 Receptor Inverse Agonists: Cytotox Screen; HEK293 cAMP-luciferase reporter cells, luminescence, 24 h; Potency, µM (top dose mostly 38.3 µM), without a hit: top-dose activity change, negative = inhibition, usual class: inhibitors; actives 0.13% (n = 410,000); AID 624418, 2012;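 note: loss of luciferase light is scored as toxicity; potency is the fitted concentration of half-maximal effect; % is set by controls: 0 for no effect and ±100 for the full control effect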
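Here, cytotoxicity is scored as loss of luminescence. The MLSMR collection was tested on cells seeded in medium containing 10% Nu serum, with a 24 hr compound exposure preceded by 12 hours of culture.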
PTHR1 agonist – qHTS for PTHR1 Agonists: Primary Screen; Parathyroid hormone/parathyroid hormone-related peptide receptor (Homo sapiens), Q03431; HEK293 GP2 PTHR1 cells, GloSensor cAMP luminescence, 1 h; Potency, µM (series often up to 115 µM), without a hit: top-dose activation, most hits filed as activators; actives 0.075% (n = 410,000); AID 743266, 2014; note: potency is the fitted concentration of half-maximal effect; nearly all actives have a fitted effect of over 55% in size; some results filed as inactive show a strong effect at the top dose; inactives centre near -15; many of its hits are not listed in these tables
Target sequence (Q03431 whole entry, looked up): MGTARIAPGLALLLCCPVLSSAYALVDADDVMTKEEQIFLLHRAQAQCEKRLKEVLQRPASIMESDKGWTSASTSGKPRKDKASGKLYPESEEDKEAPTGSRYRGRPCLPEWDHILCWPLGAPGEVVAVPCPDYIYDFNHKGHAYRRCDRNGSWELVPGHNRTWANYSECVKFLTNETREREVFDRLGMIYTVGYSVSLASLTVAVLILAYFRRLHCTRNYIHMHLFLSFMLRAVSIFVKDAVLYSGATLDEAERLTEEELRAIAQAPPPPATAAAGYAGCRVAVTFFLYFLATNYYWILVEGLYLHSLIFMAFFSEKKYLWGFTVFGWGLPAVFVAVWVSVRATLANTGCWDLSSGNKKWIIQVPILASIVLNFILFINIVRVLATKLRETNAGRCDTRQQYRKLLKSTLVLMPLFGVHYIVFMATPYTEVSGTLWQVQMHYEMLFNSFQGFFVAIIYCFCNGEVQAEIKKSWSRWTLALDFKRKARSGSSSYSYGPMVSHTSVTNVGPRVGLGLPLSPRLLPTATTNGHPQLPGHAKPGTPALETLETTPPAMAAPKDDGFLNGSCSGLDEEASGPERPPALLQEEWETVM
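HEK-293-derived GP2 cells expressing PTHR1 and a GloSensor cAMP reporter, 3,000/well, plated overnight, given luciferin plus IBMX (each 0.5 mM as added) for 1 h at 37 °C, then compound for 1 h at 37 °C. Luminescence was read after 15 min at room temperature.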
TDP-43 yeast inh – qHTS of TDP-43 Inhibitors; TDP-43 expressing yeast growth rescue, BacTiter-Glo, 24 h; Potency, µM (top dose mostly 46.1 µM), without a hit: top-dose growth rescue (activation), hits mostly activators; actives 1.8% (n = 410,000); note: potency is the fitted concentration of half-maximal effect; % of control where 0% means no effect; nearly all actives have a fitted effect of over 50% in size
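Luminescence from BacTiter-Glo reports growth of TDP-43-expressing yeast after 24 hr at 30 deg C with compound. Cells were raffinose-pregrown to mid-log, then seeded in galactose medium at OD600=0.02.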
* = called active by the depositor; i = inactive; u = inconclusive; x = no result given; & = joins results of further samples; [ ] = another dose, or the depositor's remark. Unless noted, calls come from the whole dose curve; as a rule, active = well fitted curve in the direction sought with a large enough effect; inconclusive = small, poorly fitted or top-dose-only effect, or another doubt; inactive = no such curve, though single readings can be large; an effect the other way counts as inactive or inconclusive. Some of the compounds tested, so the mix of outcomes need not match the whole.

SMILES	D3 ag	GLP-1R inv ag	D3 antag	GLP-1R agonist	aSyn yeast inh	KB-V1 cytotox	GLP1R cytotox	PTHR1 agonist	TDP-43 yeast inh
c1ccc(C(c2ccccc2)c2noc(CN3CCC(c4ccncc4)CC3)n2)cc1	52.4*	u	-21.7	2.9%	2.8%	0.0%	3.2%	-10.5%	-6.7%
CCOc1ccc(-c2nc3ccccc3c(=O)o2)cc1	-2.4&-4.1	1.1%&4.6%	2.8	0.9%	-2.5%	-1.3%&6.4%	2.5%&1.1%	-18.8%&-13.2%	14.7%[9.22 µM]
CCC(=O)Nc1ccc(-c2cc3ccccc3oc2=O)cc1	-2.7	0.7%	8.1	6.8%	-3.8%	0.0%	-0.1%	-40.4%[inhibitor]	-11.7%[9.22 µM]
COc1cccc(OC)c1C(=O)Nc1ccc(C)cc1C(=O)c1ccccc1	1.9	-23.2%	20.5	-0.4%	4.1%	u	6.0%	i	18.0%
COc1ccc(S(=O)(=O)N2CCCC2CNC(=O)C(=O)NC2CCCC2)cc1 (stereo not given)	0.8	-5.4%	29.6	-3.8%	5.6%	-1.2%	-43.0%	-40.4%[inhibitor]	6.4%
COC(=O)Cc1csc(/N=C/c2c(O)n(-c3cccc(C(F)(F)F)c3)c(=O)c3ccccc23)n1	13.5	12.7%	3.8	1.0%	6.9%	11.4%	28.2%	-6.7%	-9.7%
COc1cccc(NC(=O)C(=O)NCCC2CCCCN2S(=O)(=O)c2ccccc2)c1 (stereo not given)	-3.0	u	1.7	2.5%	6.1%	-21.4%	-21.3%	i	28.6%
O=C(Nc1ccncc1)c1cc(S(=O)(=O)N2CCCCC2)ccc1Cl	5.4	u	-19.5	11.9%	4.8%	-9.3%	-2.6%	i	-14.8%
CC1(C)CCCC2=C1CC1C(=O)N(Cc3cccnc3)C(=O)C1C2 (stereo not given)	-6.8	7.6%	4.4	2.4%	-3.2%	-3.8%	1.2%	i	-20.3%
CNn1cnc2ccsc2c1=O	8.0	10.5%	12.5	0.8%	1.8%	22.4%	2.8%	i	8.6%
COc1ccccc1N1CCN(/N=C/c2ccc([N+](=O)[O-])cc2)CC1	4.8	5.1%	0.0	4.4%	0.0%	-11.2%	7.9%	-35.9%[inhibitor]	0.1%
O=C(CN1CCCC1=O)NC1C2CC3CC(C2)CC1C3 (stereo not given)	1.2	13.6%	4.7	-4.8%	-2.0%	-8.9%	-2.2%	-40.8%[inhibitor]	-0.7%
CCCCSc1nc2c(c(=O)[nH]1)CCC2	5.5	-2.1%	15.8	-0.8%	-6.4%	4.4%	3.9%	-19.6%[57.5 µM]	13.1%
COc1cccc(NC(=O)CSc2nc(=O)n(Cc3ccco3)c3c2CCC3)c1	1.8	1.0%	x	x	x	2.5%	4.9%	i	24.4%
CCCC(=O)O[C@]1(C(=O)CO)CC[C@H]2[C@@H]3CCC4=CC(=O)CC[C@]4(C)[C@H]3[C@@H](O)C[C@@]21C	22.1&-5.0	-26.0%	7.9	0.7%	-4.0%	-14.9%	-14.1%	-8.7%	17.6%
Cc1cc(Sc2ccc(Cl)cc2)nc2ccccc12	-4.0	3.8%	x	x	x	u	25.5%	-14.7%	23.2%
COc1ccc(CC(=O)N(Cc2ccccc2)c2cccc(C)c2)cc1OC	-0.5	u	-1.2	18.1%	7.6%	u	-9.9%	-2.1%	-8.8%
CCNC(=O)c1c(C)[nH]c(C(=O)OCC)c1C	10.1	30.9%[activator]	-20.1	1.5%	-3.5%	u	6.5%	i	-16.4%
Cc1ccc(CSCCNC(=O)CSCc2ccc([N+](=O)[O-])cc2)cc1	-24.5	u	u	5.6%	4.6%	0.3%	0.1%	-80.3%[inhibitor]	20.4%
Cc1cccc(C)c1NC(=O)CSc1nnc(CCCCCNC(=O)OC(C)(C)C)o1	3.0	10.0%	14.5	0.5%	0.7%	-7.7%	1.2%	-21.0%[57.5 µM]	-5.7%
CCCCC1(C2CCCC2)NC(=O)NC1=O (stereo not given)	-2.6	-15.1%	2.7	8.3%	0.3%	u	0.0%	-4.6%	-7.9%
CC(=O)C1=C(O)C(=O)N(c2ccc(Br)cc2)C1c1ccc(Cl)cc1 (stereo not given)	12.3	u	-3.2	-3.6%	-11.3%	-5.2%	-4.9%	-42.3%	-4.7%
CCOc1ccc(CCNC(=O)c2oc3c(c2C)-c2[nH]ncc2CC3)cc1OCC	2.6	18.2%	8.3	1.5%	0.5%	31.0%	0.7%	-13.1%	9.6%
CN1CCN(S(=O)(=O)c2cccc(C(=O)Nc3cc(C(N)=O)cc(C(N)=O)c3)c2)CC1	-9.1	11.4%	-7.0	2.7%	3.8%	-9.3%	-4.6%	-18.8%	-17.2%
CCOC(=O)N1CCN(Cc2c(O)ccc3ccccc23)CC1	1.5	-20.5%	5.3	10.8%	14.2%	2.4%	-6.2%	-19.2%	-2.9%
COc1ccc(NC(=O)CN2C(=O)C(c3ccccc3)=NC23CCCCCC3)cc1	-1.0	u	13.2	-20.9%	0.0%	0.2%	-15.8%	-16.6%	16.4%
O=C(c1cccc(F)c1)N1CCCC(C(=O)N2CCCCCC2)C1 (stereo not given)	-1.1	-12.0%	-7.1	1.5%	-2.3%	-11.5%	1.0%	i	14.1%
O=C(Cc1ccc(F)cc1)Nc1nnc(-c2ccc(F)cc2)o1	17.6	u	7.1	-3.0%	0.4%	0.0%	-18.7%	i	15.8%
CCOC(=O)c1c(-c2ccccc2)csc1NC(=O)c1ccc(S(=O)(=O)N2CCOCC2)cc1	3.9	-0.4%	6.6	5.4%	1.5%	-8.9%	0.0%	-7.0%	1.3%
O=C(NNC(=O)c1cccc(C(F)(F)F)c1)c1ccc(-n2cnnn2)cc1	4.6	2.0%	-6.4	9.9%	0.8%	0.0%	-4.8%	i	-3.8%
CCCNC(=O)NC(=O)c1cnccc1C(F)(F)F	6.0	-0.4%	-15.1	4.0%	-4.3%	-5.0%	-0.8%	i	-21.3%
COCCN(C(=S)Nc1ccc(C)cc1C)C(C)c1ccco1 (stereo not given)	11.0	-1.6%	5.8	9.3%	0.3%	29.1%	7.4%	i	5.4%
Cc1cc2oc(=O)cc(CN3CCN(S(=O)(=O)c4cccs4)CC3)c2cc1C	1.7	20.2%	1.9	0.5%	-7.7%	-29.7%	-0.1%	-51.5%[inhibitor]	9.9%
COc1ccc(C(=O)NCC2CCCN2S(=O)(=O)c2cccs2)cc1OC (stereo not given)	-1.9	17.2%	-13.8	20.4%	0.1%	-9.3%	-4.7%	-19.8%	9.7%
CN(Cc1nc2ccccc2c(=O)[nH]1)CC(O)COCc1ccco1 (stereo not given)	2.4	-13.3%	13.8	-2.1%	-3.1%	-0.6%	6.7%	-7.0%[57.5 µM]	-4.7%
Cc1ccccc1-c1nc2ccccc2c(=O)o1	5.1	2.3%	u	-5.1%	0.7%	20.7%	-10.1%	6.6%	13.2%
CC(C)N(C1=CC(=O)OC12CCCCC2)C(C)C	11.8	16.2%	-1.5	2.8%	-0.5%	12.8%	-1.0%	-6.2%	-9.2%
COc1ccc(N=Cc2cc(Cc3ccccc3Cl)cc([N+](=O)[O-])c2O)cc1OC	-15.1	-11.2%	-96.1*	1.1%	-70.7%[inhibitor]	u	5.7%	-18.5%	-92.9%[inhibitor]
COc1ccc(CSc2nnc(-c3ccncc3)n2C)cc1F	10.0	5.6%	12.1	3.2%	0.6%	7.8%	-0.5%	i	1.9%
Cc1cc(C)c(NC(=O)CSc2nnc(SCC(=O)Nc3c(C)cc(C)cc3C)n2N)c(C)c1	1.6	-25.9%	1.5	-7.6%	0.4%	0.9%	-8.9%	i	7.6%
CCOC(=O)C1=CCN(S(=O)(=O)c2ccccc2Br)C1c1ccc(Br)cc1 (stereo not given)	-6.3	u	0.0	7.6%	-7.2%	u	-4.4%	i	13.0%

Entries of single compounds as entered above. Screens in order: D3 ag	GLP-1R inv ag	D3 antag	GLP-1R agonist	aSyn yeast inh	KB-V1 cytotox	GLP1R cytotox	PTHR1 agonist	TDP-43 yeast inh
CC(=O)C1=C(O)C(=O)N(c2ccc(Br)cc2)C1c1ccc(Cl)cc1 (stereo not given) across the screens: 12.3	u	-3.2	-3.6%	-11.3%	-5.2%	-4.9%	-42.3%	-4.7%
CCOC(=O)C1=CCN(S(=O)(=O)c2ccccc2Br)C1c1ccc(Br)cc1 (stereo not given) across the screens: -6.3	u	0.0	7.6%	-7.2%	u	-4.4%	i	13.0%

Reformatted: results already given.
SMILES: CC(C)N(C1=CC(=O)OC12CCCCC2)C(C)C
  D3 ag: 11.8	GLP-1R inv ag: 16.2%	D3 antag: -1.5	GLP-1R agonist: 2.8%	aSyn yeast inh: -0.5%	KB-V1 cytotox: 12.8%	GLP1R cytotox: -1.0%	PTHR1 agonist: -6.2%	TDP-43 yeast inh: -9.2%

SMILES: COc1ccc(N=Cc2cc(Cc3ccccc3Cl)cc([N+](=O)[O-])c2O)cc1OC
  D3 ag: -15.1	GLP-1R inv ag: -11.2%	D3 antag: -96.1*	GLP-1R agonist: 1.1%	aSyn yeast inh: -70.7%[inhibitor]	KB-V1 cytotox: u	GLP1R cytotox: 5.7%	PTHR1 agonist: -18.5%	TDP-43 yeast inh: -92.9%[inhibitor]

SMILES: COc1ccc(CSc2nnc(-c3ccncc3)n2C)cc1F
  D3 ag: 10.0	GLP-1R inv ag: 5.6%	D3 antag: 12.1	GLP-1R agonist: 3.2%	aSyn yeast inh: 0.6%	KB-V1 cytotox: 7.8%	GLP1R cytotox: -0.5%	PTHR1 agonist: i	TDP-43 yeast inh: 1.9%
